# BaF3 parental: parental Ba/F3 viability inhibition as JAK2V617F counter-screen | CellTiter-Glo ATP luminescence | inhibition, % at 5.6 µM | hit rate 1.1% among 220,000;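 active means inhibition above a per-campaign cutoff, the mean inhibition of all tested compounds plus 3 SD, cut at about 27% in these data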;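 further: 0% = DMSO wells and 100% = JAK Inhibitor I control wells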
# TNF death inh: blocks TNF-alpha induced death of Jurkat FADD-/- cells | Jurkat FADD-/- TNF necroptosis rescue, ATP luminescence, 24 h; 0 = TNF only, 100 = no-TNF cells | activation (protection from cell death), % at 10 µM | hit rate 0.068% among 220,000 | AID 463075;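 active means activation, meaning protection from cell death, of at least 50% relative to plate controls; inactive means activation below 50%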;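 further: necroptosis triggered by 40 ng/mL TNF-alpha added together with compound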
# CHOP inh: inhibitors of CHOP induction in ER stress response; inhibition, % at 10 µM; hit rate 3.8% among 220,000; AID 2732; CHO-K1 CHOP-promoter luciferase, tunicamycin-induced, 15-18 h;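 active means compounds that reduced the stress-induced luciferase reporter signal by more than about 70% of percent inhibition, limit read from the data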;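 further: 0% = tunicamycin plus vehicle and 100% = wells without tunicamycin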
# TRPN1 ag: activates the zebrafish TRPN1 channel | AID 1424 | activation, % at 3 µM | hit rate 0.18% among 220,000 | HEK293 zebrafish TRPN1-YFP, Fluo-8 calcium fluorescence; 100% = response to 87 µM carbachol;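 active means activation above its plate's cutoff, the mean activation of test wells on that plate plus 3 SD, cut at about 19% in these data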;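 further: 0% = DMSO alone and 100% = 87 µM carbachol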
#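 Material: zebrafish TRPN1-YFP in HEK293 cells; Doses: single test compound dose, 3 µM nominal, 0.3% DMSO; Timing: dye loading 1 h at 37 °C, then 30 min room temperature; Technique: intracellular calcium fluorescence with Fluo-8; Benchmarks: high carbachol 87 µM, low DMSO alone.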
# RBBP9 inh: inhibitors of human serine hydrolase RBBP9; O75884; AID 1515; hit rate 0.2% among 220,000; recombinant RBBP9, FP-Rh probe fluorescence polarization; inhibition, % at 7.94 µM;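 active means inhibition above the campaign mean of all tested compounds plus 3 SD, cut at about 14% in these data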;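 further: plate controls were DMSO wells with RBBP9 for no effect and wells lacking RBBP9 protein for full effect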
# Target sequence (O75884 whole entry, looked up): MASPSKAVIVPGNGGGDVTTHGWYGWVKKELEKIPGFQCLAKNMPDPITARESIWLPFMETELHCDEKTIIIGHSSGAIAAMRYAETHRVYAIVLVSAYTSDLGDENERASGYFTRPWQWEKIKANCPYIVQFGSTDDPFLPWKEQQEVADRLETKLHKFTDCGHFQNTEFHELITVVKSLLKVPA
#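 Measured by: FP readout at 525/598 nm; material: recombinant human RBBP9; also added: Serine-hydrolase probe FP-Rh, 375 nM pre-mixing; medium: Tris buffer pH 8.0, NaCl, Pluronic; replication: one well per compound; doses: one concentration, 7.94 µM nominal, 0.794% DMSO; timing: preincubation 30 min plus labeling 45 min at 25 °C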
# Wee1 degr inh: blocks degradation of human Wee1 kinase. hit rate 1.2% among 220,000. P30291. HeLa Luc-Wee1K328M stability, luciferase luminescence; 100% = proteasome inhibitor MG132 effect. reporter increase, % at 5 µM;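 active means activation above the mean of all tested compounds plus 3 SD, set per screening run, cut at about 8.8% in these data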;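 further: cells exposed to compound for 20 h before luminescence read; 0% = DMSO alone and 100% = MG132 at 30 µM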
# Ba/F3 V617F tox: reduce viability of Ba/F3 cells dependent on JAK2V617F | hit rate 1.1% among 220,000 | inhibition, % at 5.6 µM | Ba/F3 EpoR-JAK2V617F viability, ATP luminescence;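 active means inhibition above the campaign mean plus 3 SD over all tested compounds, cut at about 24% in these data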;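 further: cytokine-independent growth of Ba/F3 cells driven by EpoR plus mutant JAK2; 0% = DMSO-treated cells and 100% = JAK inhibitor I control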
# PPC-1+TRAIL kill: PPC-1 cancer cell killing with TRAIL present; PPC-1 cells + TRAIL, ATPLite viability luminescence; cell killing (% activity), % at 4 µM; hit rate 0.41% among 220,000;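 active means cell killing above 50% in the first pass at 4 µM, then a duplicate retest at 5 µM averaging 50% or more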;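 further: plate controls were cells with TRAIL plus DMSO for no effect and medium-only wells lacking cells for full effect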
# TRPML3 ag: agonists of human TRPML3 channel; AID 1448; HEK293 TRPML3-YFP, Fluo-8 calcium fluorescence; 100% = the carbachol control signal; Q8TDD5; activation, % at 3 µM; hit rate 0.29% among 220,000;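 active means activation above its plate's cutoff, the mean activation of the plate's test wells plus 3 SD, cut at about 12% in these data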;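 further: 0% = DMSO only wells and 100% = carbachol wells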
# Target sequence (Q8TDD5 whole entry, looked up): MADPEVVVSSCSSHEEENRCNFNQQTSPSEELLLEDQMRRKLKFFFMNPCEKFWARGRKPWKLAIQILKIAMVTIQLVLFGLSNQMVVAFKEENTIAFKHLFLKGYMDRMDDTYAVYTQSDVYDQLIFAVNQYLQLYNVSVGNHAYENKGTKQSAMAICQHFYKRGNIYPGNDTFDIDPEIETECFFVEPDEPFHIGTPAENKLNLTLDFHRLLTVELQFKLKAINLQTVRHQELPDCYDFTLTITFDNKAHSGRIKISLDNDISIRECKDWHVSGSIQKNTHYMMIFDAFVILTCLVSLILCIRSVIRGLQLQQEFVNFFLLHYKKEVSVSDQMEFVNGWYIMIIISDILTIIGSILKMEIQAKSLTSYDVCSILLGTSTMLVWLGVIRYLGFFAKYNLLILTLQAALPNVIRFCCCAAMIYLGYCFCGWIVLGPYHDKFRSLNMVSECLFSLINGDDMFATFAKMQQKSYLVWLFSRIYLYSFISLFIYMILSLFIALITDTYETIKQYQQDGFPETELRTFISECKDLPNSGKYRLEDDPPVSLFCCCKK
#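 Test system: HEK293 cells stably carrying human TRPML3-YFP; Doses: single dose, 3 µM final nominal compound, 0.3% DMSO final; Schedule: dye loading 1 h 37 °C then 30 min ambient, 125 s read; Technique: Fluo-8 calcium fluorescence; Benchmarks: high control carbachol 87 µM, low control DMSO.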
# Active calls of the source: *; . = not tested or not shown.
item	SMILES	BaF3 parental	TNF death inh	RBBP9 inh	TRPML3 ag	Wee1 degr inh	PPC-1+TRAIL kill	CHOP inh	TRPN1 ag	Ba/F3 V617F tox
1	CCOc1ccc(C(=O)NCC(=O)OCC(=O)N2CCCC2)cc1	4	-0.3	-7	0.4	0	20	8	0.4	0
2	CCN1CCCC1CNC(=O)c1ccc(N2CCCC2=O)cc1 (centres undefined)	2	0.1	0	0.5	-1	-13	10	0.4	-3
3	O=C(O)CNC(=O)c1ccc(S(=O)(=O)N2CCOCC2)cc1	1	1.2	4	0.6	-1	-6	3	0.3	-1
4	N=C1/C(=C/c2coc3ccccc3c2=O)C(=O)N=C2SC(c3ccco3)=NN12	1	2.0	5	6.4	-4	-15	-12	15	0
5	COc1cc(/C=C/C(=O)O)cc(S(=O)(=O)Nc2cc(Cl)c(Cl)cc2Cl)c1OC	-2	2.5	-1	0.5	0	1	19	1.6	-4
6	O=C(CCC1CCCCC1)NCc1ccncc1	1	-1.0	4	-0.1	4	-7	56	0.1	-2
7	Cc1cccc(Nc2cnn(C34CC5CC(CC(CC(=O)O)(C5)C3)C4)c(=O)c2Cl)c1	3	-0.3	4	1.2	-2	-6	10	0.2	0
8	N#C/C(=C/c1ccc(N2CCOCC2)o1)c1nc2ccccc2[nH]1	3	-1.4	-8	1.2	1	-35	7	2.0	-4
9	O=C(CSc1nnc(COc2ccccc2)n1-c1ccccc1)c1ccccc1	8	-0.7	-6	-0.5	1	1	27	-1.3	2
10	CCOC(=O)c1c(N)sc(C(=O)OC)c1C	1	-4.2	-8	-0.7	-2	4	22	-0.2	-4
11	COc1cccc(Nc2c3c(nc4c(-c5ccccc5)c(C)nn24)CCC3)c1	10	4.9	3	-0.2	2	4	6	0.0	4
12	CCOC(=O)C(=Cc1ccc(F)cc1)C(=O)OCC	3	-24	-6	1.0	0	-3	51	0.6	-4
13	CCN(CC)C(=O)CSc1nc2ccccc2n1CC(=O)N1CCN(c2ccccc2OC)CC1	5	0.0	-10	0.0	1	33	-11	-0.6	1
14	COC(=O)Nc1ccc(S(=O)(=O)N2CCCCC2C(=O)NCc2ccco2)cc1 (centres undefined)	3	-0.4	-10	0.1	2	7	-16	-0.9	-3
15	COc1ccc(C(=O)N2CCCC(c3nc(-c4cccs4)no3)C2)cc1OC (centres undefined)	5	-3.1	1	1.2	3	20	15	0.7	-2
16	O=C(c1ccco1)N1CCN(Cc2nc(-c3cccs3)no2)CC1	0	1.0	-6	0.7	-3	10	-5	1.6	1
17	COc1ccc2nc(N3CCCC3)c(C#N)cc2c1	2	-7.4	-13	0.6	8.9*	4	25	2.4	-3
18	CC1CN(S(=O)(=O)c2cccc(-c3cn4ccccc4n3)c2)CC(C)O1 (centres undefined)	3	-1.6	-4	0.4	-1	-3	27	1.7	-3
19	O=C(NCCN1CCOCC1)c1c(F)c(F)c(F)c(F)c1F	2	0.2	-6	0.0	-2	2	46	-0.5	-3
20	Cc1cc(NC(=S)Nc2cccnc2)ccc1Br	6	2.4	-10	0.9	3	36	38	2.1	-1
21	CCOc1ccc2c(c1)OC(c1ccc(C)cc1)(C(F)(F)F)NC2=O (centres undefined)	51*	-6.3	-8	-0.2	5	26	-21	3.0	58*
22	CN(C)c1ccc(/C=c2/sc3n(c2=O)NC2(c4ccccc4)N(C)C(=O)N(C)C2(c2ccccc2)N=3)cc1 (centres undefined)	4	1.8	0	-0.4	0	21	1	1.2	-2
23	O=C(NCc1ccccc1)[C@H]1C[C@@H]1[C@H](NP(=O)(c1ccccc1)c1ccccc1)c1ccccc1	7	-3.8	-7	-1.1	-1	25	16	-2.0	-2
24	O=C(NNC(=O)C1CC1c1ccccc1)c1cccc([N+](=O)[O-])c1 (centres undefined)	6	2.3	0	1.1	11*	17	10	-0.8	-1
25	Cc1cccc(C)c1NC(=O)NN=C1CCCCC1	1	3.0	-3	0.6	0	12	25	1.1	-4
26	COc1ccccc1C1/C(=C(/O)c2ccc(C)cc2)C(=O)C(=O)N1CC(C)O (centres undefined)	0	-2.5	-2	0.5	2	4	0	0.5	-2
27	O=C(NC1CCS(=O)(=O)C1)C1C2CC3CC(C2)CC1C3 (centres undefined)	0	0.1	1	0.5	0	15	-22	-0.1	-3
28	Cc1ccccc1C(=O)NC(=S)NCC1CCCO1 (centres undefined)	5	-2.7	-7	-0.2	-4	12	44	-1.7	1
29	Cc1csc(SCCn2c(N3CCOCC3)nc3c2c(=O)[nH]c(=O)n3C)n1	1	-0.1	2	0.2	-1	0	-7	0.2	-1
30	CNc1ccccc1C(C)(C)c1cc(-c2ccc(F)cc2)no1	6	-4.1	2	1.5	0	8	53	6.0	1
31	CCOC(=O)c1[nH]ncc1CN1CCCC(C(=O)c2ccc(OC)c(OC)c2)C1 (centres undefined)	8	1.0	-4	0.5	-2	-16	17	1.4	1
32	CCC(=O)Nc1ccc2c(c1)nc(CCN1CCN(C)CC1)n2C	3	-2.0	-4	0.7	-2	8	24	0.4	0
33	NNC(=O)COc1ccc(-c2n[nH]c(C(F)(F)F)c2-c2ccc(Br)cc2)c(O)c1	6	3.0	-23	0.8	1	22	-1	2.0	-2
34	Cc1ccc[n+](CC(=O)/C=C2\N(C)c3ccccc3C2(C)C)c1	54*	-11	-8	0.0	-1	22	0	-0.6	51*
35	O=C(COC(=O)c1cccs1)Nc1cccc(S(=O)(=O)NC2=NCCCCC2)c1	10	0.1	-8	1.0	-4	4	-25	0.9	1
36	CN1CCN(S(=O)(=O)c2ccc(N)cc2)CC1	2	1.5	-5	0.2	0	.	-16	0.3	-2
37	COc1ccc(NC(=O)c2ccccc2NC(=O)COc2ccccc2)cc1	4	0.8	2	0.8	-3	5	43	-1.2	-3
38	CCC(=O)n1nc(-c2cccnc2)nc1NCc1cccs1	9	1.0	-9	1.2	-1	9	33	0.1	0
39	CCc1ccc(/C=C2\Oc3c(ccc(O)c3CN3CCN(CCO)CC3)C2=O)cc1	0	-1.6	0	0.7	-1	-9	3	3.0	3
40	CCC1C(C#N)=C(SC)NC2=C1C(=O)CC(C)(C)C2 (centres undefined)	9	0.9	4	-0.1	-1	-10	74*	-0.6	2
41	COc1cc(C2NC(=O)NC(O)(C(F)(F)F)C2C(=O)c2ccc(Cl)cc2)ccc1O (centres undefined)	3	-4.3	-6	0.5	0	-17	-1	0.0	0
42	O=C1c2cccc3cc([N+](=O)[O-])cc(c23)C(=O)N1CCN1CCCC1	104*	-28	-5	0.7	-5	25	-138	-0.1	99*
43	Cc1ccc(-c2nnn(CC(=O)N(Cc3cccs3)C(C(=O)NC(C)(C)C)c3ccco3)n2)o1 (centres undefined)	6	-4.2	-9	-0.8	-3	12	27	0.0	1
44	N#Cc1c(N2C(=O)Nc3ccccc3N2O)sc2c1CCCC2	-1	1.5	-6	-0.1	3	-3	-12	0.9	0
45	Cc1ccc(SCC(=O)Nc2ccc(N3CCN(C)CC3)c(F)c2)c(C)c1	7	3.3	6	0.4	5	26	-8	-1.3	1
46	CCN1CCN(C(c2cccs2)C(C)NS(=O)(=O)c2ccccc2)CC1 (centres undefined)	8	1.3	-10	0.7	11*	-22	14	-0.8	1
47	N#Cc1c(SCC(N)=O)nsc1SCc1ccccc1Cl	6	-1.1	-1	-1.2	-1	17	5	1.1	5
48	CCc1nc(NCc2ccc3c(c2)OCO3)c2oc3ccccc3c2n1	2	0.4	-12	-0.9	-2	3	0	-3.0	0
49	CCCCCC(=O)N1CCN(CCN=CC2=C(O)CC(c3ccc(OC)cc3)CC2=O)CC1 (centres undefined)	1	0.5	6	0.2	3	24	7	0.0	-3
50	COc1cccc(-c2nc3n(n2)C(c2cccs2)C(C(=O)Nc2cccnc2)=C(C)N3)c1 (centres undefined)	2	1.9	-9	0.3	-1	1	23	1.5	1

# More entries follow:
item	SMILES	BaF3 parental	TNF death inh	RBBP9 inh	TRPML3 ag	Wee1 degr inh	PPC-1+TRAIL kill	CHOP inh	TRPN1 ag	Ba/F3 V617F tox
51	CCCCCCCC(=O)N1c2ccccc2NC(=O)C1CC(=O)Nc1ccc(C(=O)O)cc1 (centres undefined)	3	5.0	-6	0.8	0	-2	-1	2.5	-1
52	O=c1[nH]c(CN(CCc2ccccc2)S(=O)(=O)c2ccc(Cl)cc2)nc2ccccc12	2	2.9	4	-0.6	-2	0	55	-1.4	-3
53	CCOC(=O)Cc1nnc(NC(=O)CSc2ncc(-c3ccccc3)nn2)s1	1	-0.2	-6	-0.5	1	6	-18	-0.3	-3
54	COc1ccc(Br)cc1C(=O)Nc1cccc(-c2nnc(-c3ccco3)o2)c1	9	-1.5	-6	0.1	2	.	.	3.2	2
55	CCOC(=O)c1cc(C)nn1-c1nc(Cl)cc(OC)n1	-3	0.5	4	-0.2	-2	-11	22	-2.5	1
56	Cn1c(=O)c2c(nc(NCc3ccco3)n2CC(O)COc2ccccc2)n(C)c1=O (centres undefined)	6	-2.4	4	-0.1	1	2	23	0.3	-4
57	CN(C)C(C)(C)C#CCC(c1ccccc1)c1ccccc1	3	1.6	-6	0.7	1	2	40	-1.1	-2
58	CC(=O)c1cccc(-n2nnnc2SCC(=O)NNC(=O)C2CCCCC2)c1	10	-0.6	0	-0.3	-2	18	11	0.8	2
59	CC(OC(=O)c1cccnc1Cl)C(=O)Nc1ccc(S(N)(=O)=O)cc1 (centres undefined)	2	1.5	-7	0.7	0	-8	11	1.7	1
60	Cc1nc(NC(=O)CCC(=O)O)sc1C(=O)N(C)C	8	-0.5	-1	0.6	1	-12	9	2.4	-3
61	O=C1CCCC/C1=C/Nc1ccc(C(=O)O)cc1	9	0.2	2	0.7	0	6	-21	1.2	4
62	CCc1ccc(NC(=S)NC2CCN(Cc3ccccc3)CC2)cc1	1	-5.4	-1	2.7	0	12	35	2.2	-2
63	O=c1oc(-c2ccccc2)nc2ccsc12	39*	-0.2	-12	0.2	0	30	-1	-0.1	4
64	O=C(Nc1nnc(C2CC2)s1)C1CCCCN1S(=O)(=O)c1ccccc1 (centres undefined)	4	-1.0	-5	-1.4	0	8	44	-1.8	1

# Excerpt, nos. 52–54
item	SMILES	BaF3 parental	TNF death inh	RBBP9 inh	TRPML3 ag	Wee1 degr inh	PPC-1+TRAIL kill	CHOP inh	TRPN1 ag	Ba/F3 V617F tox
52	O=c1[nH]c(CN(CCc2ccccc2)S(=O)(=O)c2ccc(Cl)cc2)nc2ccccc12	2	2.9	4	-0.6	-2	0	55	-1.4	-3
53	CCOC(=O)Cc1nnc(NC(=O)CSc2ncc(-c3ccccc3)nn2)s1	1	-0.2	-6	-0.5	1	6	-18	-0.3	-3
54	COc1ccc(Br)cc1C(=O)Nc1cccc(-c2nnc(-c3ccco3)o2)c1	9	-1.5	-6	0.1	2	.	.	3.2	2
